Growth percent in the NCI-60 one-dose screen (48 h, 10 µM unless noted): 100 = growth as untreated, 0 = no growth, -100 = all killed.
COLO 205 – COLO 205 colon cancer | hit rate 7.3% among 79,000
HCT-15 – HCT-15 colon cancer; hit rate 5.2% among 82,000
SW-620 – SW-620 colon cancer; hit rate 5.2% among 82,000
NCI-H322M – NCI-H322M lung cancer; hit rate 2.7% among 80,000
HT29 – HT29 colon cancer. hit rate 7.4% among 81,000. AID 1794748
HCT-116 – HCT-116 colon cancer | AID 1794798 | hit rate 7.3% among 82,000
KM12 – KM12 colon cancer cells; hit rate 5% among 82,000
HCC-2998 – HCC-2998 colon cancer | AID 1794799 | hit rate 4.7% among 79,000
SNB-75 – SNB-75 CNS cancer; hit rate 5% among 79,000
Active calls of the source: *; . = no result given; & = joins results of further samples. How the source made its calls: active means growth percent below 10; inactive means the rest. Compounds as they come, and some 12% of all compounds hit somewhere here.

SMILES	COLO 205	HCT-15	SW-620	NCI-H322M	HT29	HCT-116	KM12	HCC-2998	SNB-75
C=C1CCC2C3(C)COC(c4ccc(SC)cc4)OC3CCC2(C)C1C/C=C1/C(=O)OCC1O (configuration not stated)	72	69	11	102	34	11	44	91	73
O=C(NC1CC1)c1ncc(-c2ccc(C(F)(F)F)cc2)c(NC2CCCCCC2)n1	95	99	113	87	94	91	96	108	92
CCN1CCN(c2ccc(Nc3cc(-c4cccnc4Nc4c(Cl)c(OC)cc(OC)c4Cl)ncn3)cc2)CC1	.	63	55	69	32	72	74	76	43
O=C(Nc1ccc(-n2cc(-c3ccncc3)c(-c3ccc(Cl)c(O)c3)n2)cc1)Nc1cc(C(F)(F)F)cc(C(F)(F)F)c1	-55*	16	26	42	0.3*	10	.	36	-0.5*
C/C(=N/NC(=O)c1cc2ccccc2oc1=N)c1ccc(Br)cc1	107	108	112	99	101	93	107	95	105
C=C1CC[C@@H]2[C@]3(C)COC(c4cn[nH]c4-c4cccc(F)c4)O[C@@H]3CC[C@@]2(C)[C@@H]1C/C=C1/C(=O)OCC1O (some centres not stated)	109	91	.	112	110	95	101	114	87
OCCNc1nccc(NCCCNc2ccnc3cc(Cl)ccc23)n1	103	100	99	91	90	93	113	110	81
Cc1cc(-c2ccc(N=Nc3c(S(=O)(=O)O)cc4cc(S(=O)(=O)O)cc(O)c4c3O)c(C)c2)ccc1N=Nc1c(S(=O)(=O)O)cc2cc(S(=O)(=O)O)cc(O)c2c1O	92	109	114	81	103	109	114	106	82
O=S(=O)(NCCCNc1nccc(-n2cnc3ccccc32)n1)c1ccc(C(F)(F)F)cc1	96	82	106	103	96	76	80	112	87
CN(C)c1ccc(-c2ccc(-c3ccc(C(=N)N)cc3)s2)cc1	-67*	-75*	-55*	40	-66*	-45*	-73*	-74*	98
Cc1cn(C2CC(N=[N+]=[N-])C(COP(=O)(O)OP(=O)(O)OP(=O)(O)O)O2)c(=O)[nH]c1=O (configuration not stated)	119	120	109	102	100	94	108	98	85
Nc1cc(Cl)c(S(N)(=O)=O)cc1S(N)(=O)=O	109	98	107	88	122	121	105	.	87
O=C(CCl)NC(C(=O)O)c1ccccc1 (configuration not stated)	107	96	115	103	95	102	112	98	96
N#CCCCCN1C(=O)c2ccccc2C1=O	115	111	97	103	96	81	103	104	103
COc1ccc(C2N(c3ccc(C)cc3)N=C(C(C)=O)N2[C@H]2[C@H](OC(C)=O)O[C@H](COC(C)=O)[C@@H](OC(C)=O)[C@@H]2OC(C)=O)cc1 (some centres not stated)	104	58	83	85	78	66	81	80	84
C#C[C@]1(O)CC[C@H]2[C@@H]3CC=C4c5sc(-c6ccc(Cl)cc6)nc5CC[C@]4(C)[C@H]3CC[C@@]21C	120	100	109	97	106	107	102	101	89
O=C(NCc1ccccc1)C(c1ccc(Br)cc1)N(C(=O)CCc1ccccc1)C1CC1 (configuration not stated)	95	90	90	90	73	67	88	.	87
CC/C=C\C/C=C/C=C1\CC(CCO)=CC1=O	116	95	105	95	108	103	105	122	91
C=C1C[C@H](c2c(C)cccc2C)O[C@@H]2C[C@H](C)CC[C@@H]12	115	98	104	107	104	108	105	106	100
COc1nc2c(c(=O)[nH]1)C(c1cc3ccc(Cl)cc3[nH]c1=O)C1=C(CC(C)(C)CC1=O)N2 (configuration not stated)	95	104	106	91	91	101	98	101	76
COc1ccc(-c2cs/c(=N\N=C\c3ccc(F)c(OC)c3)n2-c2ccccc2)cc1	85	71	86	100	76	57	82	101	85
N/C(Cc1ccc(N)cc1)=N\O	104	105	104	123	108	104	109	107	80
Cc1[nH]nc2c1C(c1ccc(C3NCCc4c3[nH]c3ccccc43)cc1)C(C#N)=C(N)O2 (configuration not stated)	101	.	94	106	96	98	102	117	82
CC(C)CC(NC=O)C(=O)O (configuration not stated)	116	97	103	108	108	103	133	111	86
Oc1ccccc1C1CCCCC1	114	111	102	105	102	103	105	114	97

Overlap with the part before: 6 compounds, then new ones.
SMILES	COLO 205	HCT-15	SW-620	NCI-H322M	HT29	HCT-116	KM12	HCC-2998	SNB-75
COc1nc2c(c(=O)[nH]1)C(c1cc3ccc(Cl)cc3[nH]c1=O)C1=C(CC(C)(C)CC1=O)N2 (configuration not stated)	95	104	106	91	91	101	98	101	76
COc1ccc(-c2cs/c(=N\N=C\c3ccc(F)c(OC)c3)n2-c2ccccc2)cc1	85	71	86	100	76	57	82	101	85
N/C(Cc1ccc(N)cc1)=N\O	104	105	104	123	108	104	109	107	80
Cc1[nH]nc2c1C(c1ccc(C3NCCc4c3[nH]c3ccccc43)cc1)C(C#N)=C(N)O2 (configuration not stated)	101	.	94	106	96	98	102	117	82
CC(C)CC(NC=O)C(=O)O (configuration not stated)	116	97	103	108	108	103	133	111	86
Oc1ccccc1C1CCCCC1	114	111	102	105	102	103	105	114	97
COc1ccccc1C(=O)CSc1nc(Nc2cccc(S(N)(=O)=O)c2)c2ccccc2n1	109	89	105	91	96	83	88	131	84
N#CCSc1nnc2n(Cc3ccccc3)c(=O)c3c4c(sc3n12)CCCC4	106	96	109	102	111	93	101	105	91
O=NN(c1ccccc1)c1cccc2ccccc12	105	96	94	91	94	95	99	91	65
O=C(Nc1ccc(NC(=O)c2ccc(-n3c(=O)[nH]c4ccccc4c3=O)cc2)cc1)c1ccc(-n2c(=O)[nH]c3ccccc3c2=O)cc1	113	103	104	106	116	100	99	127	93
O=C(CSc1nnc2n1N=C(c1ccc(Cl)cc1)CS2)c1ccc(F)cc1	96	82	98	94	85	81	111	101	91
CCCCCCCC/C=C/CCCCCCCC1=NC(C)(C)CN1CC(C)O (configuration not stated)	-91*	18	6.7*	54	-65*	-85*	6.1*	1.0*	32
CCC(=O)c1ccc(OC)c(OC)c1O	116	102	95	88	96	103	101	96	77
Cn1cc(-c2noc(-c3cn(C)c4ncc(Br)cc34)n2)c2ccccc21	101	91	93	90	93	82	96	110	69
CCC(C)Oc1cc(/C=N/NC(=O)c2cnn(CC(O)c3ccccc3)c2N)ccc1OC (configuration not stated)	.	88	99	108	91	85	63	107	72
CNc1cc(S(=O)(=O)O)ccc1C	102	110	.	99	100	100	107	107	99
COc1ccc(C(c2cc(OC)c(OC)c(OC)c2)n2cncn2)cc1O (configuration not stated)	-1.7*	14	29	51	5.3*	7.2*	22	25	49
Cc1ccc(-n2cnn3c(=O)c4c5c(sc4nc23)CN(C)CC5)cc1	100	107	112	.	91	99	100	100	95
Fc1cccc(-n2ncc3c(Nc4ccc(OCc5ccccc5)cc4)ncnc32)c1	110	90	96	93	97	83	96	102	76
CCOC(=O)C(Cc1c[nH]c2ccccc12)NC(=O)C(Cc1ccccc1)NC(=O)C(Cc1cnc[nH]1)NC(=O)OCc1ccccc1 (configuration not stated)	104	97	102	123	121	105	100	97	107
CC(=O)N1CC(=O)N/C(=C\c2cn(S(=O)(=O)c3ccccc3)c3ccc(C)cc23)C1=O	.	89	97	77	105	74	100	109	65
Nc1ccc2c(c1)NCC2	104	106	93	104	96	114	98	98	92
CCn1c(SC/C(=N/O)c2ccccc2)nnc1-c1ccncc1	117	103	103	108	106	107	104	.	81
N#CCC(=O)Nc1nnc(-c2ccc(Cl)cc2)o1	121	106	105	100	112	96	98	99	.
O=C(CC(c1ccccc1)C(C(CC(=O)c1ccccc1)c1ccccc1)[N+](=O)[O-])c1ccccc1 (configuration not stated)	112	94	99	90	89	49	86	103	69
Cn1nc(N)c2ncc(C(Cl)(Cl)Cl)nc21	112	100	104	122	100	105	102	116	94
O=[N+]([O-])c1ccc(NCCCc2ccccc2)cc1	113	92	109	106	.	97	107	95	106
COc1ccc2c(c1)CC/C(=C\c1cccnc1)C2=O	113	96	112	106	96	92	92	.	100
Cc1c(C(=O)N[C@@H](Cc2ccccc2)C(=O)C(=O)NCc2ccccn2)[nH]c2ccccc2c1=O	109	103	100	98	102	104	100	102	81
CCCC(CCC(N)=O)(CCC(N)=O)[N+](=O)[O-]	114	108	96	93	88	102	108	100	87
CN(C)c1ccc(-c2cc(-c3ccc(Nc4nc(Nc5ccccc5)nc(Nc5ccc(Cl)cc5)n4)cc3)nc(N)n2)cc1	58	34	68	66	34	7.8*	37	-8.3*	48

(listing goes on)
SMILES	COLO 205	HCT-15	SW-620	NCI-H322M	HT29	HCT-116	KM12	HCC-2998	SNB-75
C/C(=N\Nc1ncnc2c1c(C)nn2C)c1ccc(Br)cc1	106	93	105	95	92	107	101	103	109
CCOC(=O)c1cc(=O)c2c(OC)ccc(OC)c2[nH]1	127	104	102	128	102	108	101	102	101
CC(=O)N1N=C(c2ccc(Cl)cc2)CC1c1cn(-c2ccccc2)nc1-c1ccc(OCc2ccccc2)cc1 (configuration not stated)	123	99	97	106	92	89	108	96	102
O=C1C2Sc3[nH]c(=O)sc3C(CCc3ccccc3)C2C(=O)N1c1ccc(Cl)cc1 (configuration not stated)	128	103	113	98	110	97	101	109	108
C#CCOC(=O)[C@@H]1CCCN1CC#C	88	86	97	106	82	82	91	97	78
CC(NCCO)c1ccccc1 (configuration not stated)	113	105	.	102	108	97	91	.	76
O=C1C(Br)CCCCCCCCCC1Br (configuration not stated)	105	101	102	121	102	96	101	92	83
CC(=O)Nc1ccccc1OCC(=O)O	108&88	100&103	97&105	108	97&96	102&95	105&109	105&102	86&94
O=C(Cn1c(=O)sc2nc3ccccc3nc21)Nc1ncc(Cc2cccc(Cl)c2Cl)s1	96	99	100	97	107	102	100	101	75
O=S(=O)(O)C1(O)CCc2ccccc2C1 (configuration not stated)	106	104	93	103	114	112	107	106	91
N#Cc1c(-c2ccc(OCc3ccccc3)cc2)nc(SCc2ccc([N+](=O)[O-])cc2)[nH]c1=O	130	101	103	102	125	101	101	109	91
Cc1ccc(Nc2c(C(N)=O)cnc3ccc(-c4csc(N)n4)cc23)cc1	96	99	97	108	103	94	96	100	97
CN1CCCC(NC(c2ccccc2)c2ccccc2)C1 (configuration not stated)	104	107	104	99	100	106	101	86	100
Cc1ccc(C2CC(c3ccccc3)=NN2c2nc(-c3cc4ccccc4oc3=O)cs2)cc1 (configuration not stated)	119	99	106	111	97	96	100	111	99
CN(C)c1ccc(C2N(Cc3ccccc3)CCC3CCCCN32)cc1 (configuration not stated)	104	94	103	92	101	102	105	112	92
COc1cc(-n2cnc(N)c2C(=O)c2ccc(S(C)(=O)=O)cc2)cc(OC)c1OC	113	105	99	.	115	102	106	109	87
CC(C)C(C(=O)NCCCN1CCOCC1)N1C(=O)/C(=C/c2ccc(Br)cc2)SC1=S (configuration not stated)	111	98	101	94	102	91	100	105	.
O=C1CC[C@@H](C(=O)N[C@H]2CSSC[C@@H](C(=O)N/C=C/c3ccccc3)NC(=O)[C@H](Cc3ccccc3)NC(=O)[C@@H]3CCCN3C(=O)[C@@H]3CCCN3C2=O)N1	105	103	103	106	102	93	97	97	99
CN1CCC2(CC1)OCCCO2	113	100	102	100	.	97	100	92	89
OCC(O)CO	108	103	105	.	102	102	109	103	.
CN(C)c1ccc2c(c1)c1cc(N(C)C)ccc1n2Cc1ccccc1	84	102	100	102	98	89	98	119	89
COc1ccc(N=Nc2c(N)nn3c(-c4ccc(OC)c(OC)c4)c4c(N)c(C(C)=O)c(-c5ccccc5)nc4nc23)cc1	106	103	100	103	102	103	106	109	85
COc1nc2c(c(=O)n1C)C1(C(=O)N(C)c3ccccc31)c1c(nc(OC)n(C)c1=O)N2	108	104	100	98	102	101	100	99	92
CN1CCCc2cc(/C=C3\SC(=S)N(c4cccc(C(=O)O)c4)C3=O)ccc21	116	98	100	105	114	101	112	112	90
c1ccc(-c2[nH]c3ccccc3c2-c2ccccc2)cc1	107	80	88	82	88	81	92	114	85

Part of the list above, with values under each structure:
Sequence of screens – COLO 205, HCT-15, SW-620, NCI-H322M, HT29, HCT-116, KM12, HCC-2998, SNB-75
Fc1cccc(-n2ncc3c(Nc4ccc(OCc5ccccc5)cc4)ncnc32)c1
  110, 90, 96, 93, 97, 83, 96, 102, 76
CCOC(=O)C(Cc1c[nH]c2ccccc12)NC(=O)C(Cc1ccccc1)NC(=O)C(Cc1cnc[nH]1)NC(=O)OCc1ccccc1 (configuration not stated)
  104, 97, 102, 123, 121, 105, 100, 97, 107

Following part:
SMILES	COLO 205	HCT-15	SW-620	NCI-H322M	HT29	HCT-116	KM12	HCC-2998	SNB-75
CCOC(=O)CCCN1C/C(=C\c2ccccc2)C(=O)c2ccccc21	106	111	91	83	92	104	102	109	.
CSC1=NC(N)=NN=C2N1C(=O)C(CC(C)C)N2C(C)=O (configuration not stated)	106	104	96	99	112	104	100	107	96
Cc1ccccc1C1SCC(=O)N1n1cnnc1 (configuration not stated)	97	104	95	88	99	109	99	115	99
CC(=O)Nc1ccc(S(=O)(=O)CCc2cc[n+](C(C)C)cc2)cc1	104	96	111	101	90	94	104	103	78
COc1ccc(-c2cc(-c3cccn3C)c(C#N)c(=O)n2N=O)cc1OC	117	108	108	106	96	98	109	100	96
CCc1ccc(C(Nc2ccc3nc4n(c(=O)c3c2)CCC4)C(=O)O)cc1 (configuration not stated)	114	99	105	106	109	104	107	112	.
COc1ccc(-c2cc(-c3ccc(Cl)cc3)nc(SCCCC(=O)O)n2)cc1OC	115	72	99	94	110	90	89	108	89
NS(=O)(=O)c1ccc(Nc2nc(SCC(=O)c3ccc(Cl)cc3)nc3ccccc23)cc1	107	87	93	87	105	101	87	123	75
CCN1CCN(c2ccc3c4c(cccc24)C(=O)N(c2ccc(/C(=C(\C)c4ccccc4)c4ccccc4)cc2)C3=O)CC1	89	72	93	107	38	67	90	118	94

Full records, quoted from the list:
O=C(NCc1ccccc1)C(c1ccc(Br)cc1)N(C(=O)CCc1ccccc1)C1CC1 (configuration not stated) in the list: COLO 205 = 95; HCT-15 = 90; SW-620 = 90; NCI-H322M = 90; HT29 = 73; HCT-116 = 67; KM12 = 88; HCC-2998 = .; SNB-75 = 87
CCc1ccc(C(Nc2ccc3nc4n(c(=O)c3c2)CCC4)C(=O)O)cc1 (configuration not stated) in the list: COLO 205 = 114; HCT-15 = 99; SW-620 = 105; NCI-H322M = 106; HT29 = 109; HCT-116 = 104; KM12 = 107; HCC-2998 = 112; SNB-75 = .

High-throughput results (PubChem BioAssay)
